FAK inh – FAK (human) kinase inhibition. inhibition, %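 (tested at 7 µM)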. biochemical FAK kinase activity assay. actives 0.84% (n = 97,000). Q05397. AID 727; in the data active means inhibition above about 19%;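 further: 0% = DMSO and 100% = reference compound high control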
ERb coact inh – ER-beta (human) coactivator binding inhibition | Q92731 | TR-FRET ER-beta LBD / SRC1-Cy5 peptide binding; receptor agonist-loaded with 1 µM estradiol | inhibition, % at 25.6 µM | actives 1.3% (n = 86,000) | AID 633;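 active means compounds whose percent inhibition of the receptor-coactivator binding signal exceeds about 50% in the single-dose screen, limit read from the data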;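 further: 0% = receptor plus peptide wells without compound and 100% = peptide-only wells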
Target sequence (Q92731 whole entry, looked up, the tested form may be a part): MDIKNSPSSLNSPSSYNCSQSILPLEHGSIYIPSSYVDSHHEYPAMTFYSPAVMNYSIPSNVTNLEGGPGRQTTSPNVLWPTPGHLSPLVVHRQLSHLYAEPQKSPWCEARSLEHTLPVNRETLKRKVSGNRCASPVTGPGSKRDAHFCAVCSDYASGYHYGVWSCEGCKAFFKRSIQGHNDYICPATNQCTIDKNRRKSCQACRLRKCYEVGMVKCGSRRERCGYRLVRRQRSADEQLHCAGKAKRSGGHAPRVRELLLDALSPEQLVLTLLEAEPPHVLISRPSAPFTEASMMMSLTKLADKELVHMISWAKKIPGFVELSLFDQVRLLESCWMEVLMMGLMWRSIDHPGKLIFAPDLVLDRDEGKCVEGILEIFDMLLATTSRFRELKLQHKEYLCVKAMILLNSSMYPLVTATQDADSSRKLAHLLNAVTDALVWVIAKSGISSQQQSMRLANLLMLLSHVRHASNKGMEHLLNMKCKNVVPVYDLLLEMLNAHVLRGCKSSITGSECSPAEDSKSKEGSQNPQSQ
CD11b adhes inh – CD11b/CD18-fibrinogen binding inhibition | P05107+P11215 | K562 CD11b/CD18 adhesion to fibrinogen, ATPlite luminescence; Mn2+ added to activate the integrin | inhibition, % at 10 µM | actives 0.54% (n = 93,000) | AID 1497;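 active means primary inhibition of 50% or more at 10 µM, then 40% or more on retest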; further: some results filed as inactive read as strong as hits
HIV Rev-RRE inh – disrupts HIV-1 Rev binding to RRE RNA. AID 704. inhibition, % at 8 µM. actives 0.79% (n = 97,000). Rev peptide-RRE RNA binding, FRET. P05866;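 active means inhibition above the screen-wide mean plus 3 SD, cut at about 35% in these data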;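 further: 0% = median DMSO wells and 100% = median Neomycin B control wells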
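Test system: labelled RRE RNA duplex and labelled Rev peptide. Times: 5 min compound–RNA preincubation, then 15 min with peptide, 25 °C. Doses: single-dose 8 µM. Measured by: FRET, excitation 480 nm, emission 540 nm donor and 671 nm acceptor. Measure: % inhibition of FRET ratio versus controls.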
PLK1 kinase inh – inhibitors of human PLK1 kinase | P53350 | recombinant PLK1 kinase, TR-FRET peptide phosphorylation | inhibition, % at 10 µM | actives 0.53% (n = 97,000) | AID 619;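 active means inhibition of 50% or more in the single-concentration screen; inactive means inhibition below 50%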;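 further: 0% = DMSO max control and 100% = H-89 dihydrochloride min control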
Target sequence (P53350 whole entry, looked up): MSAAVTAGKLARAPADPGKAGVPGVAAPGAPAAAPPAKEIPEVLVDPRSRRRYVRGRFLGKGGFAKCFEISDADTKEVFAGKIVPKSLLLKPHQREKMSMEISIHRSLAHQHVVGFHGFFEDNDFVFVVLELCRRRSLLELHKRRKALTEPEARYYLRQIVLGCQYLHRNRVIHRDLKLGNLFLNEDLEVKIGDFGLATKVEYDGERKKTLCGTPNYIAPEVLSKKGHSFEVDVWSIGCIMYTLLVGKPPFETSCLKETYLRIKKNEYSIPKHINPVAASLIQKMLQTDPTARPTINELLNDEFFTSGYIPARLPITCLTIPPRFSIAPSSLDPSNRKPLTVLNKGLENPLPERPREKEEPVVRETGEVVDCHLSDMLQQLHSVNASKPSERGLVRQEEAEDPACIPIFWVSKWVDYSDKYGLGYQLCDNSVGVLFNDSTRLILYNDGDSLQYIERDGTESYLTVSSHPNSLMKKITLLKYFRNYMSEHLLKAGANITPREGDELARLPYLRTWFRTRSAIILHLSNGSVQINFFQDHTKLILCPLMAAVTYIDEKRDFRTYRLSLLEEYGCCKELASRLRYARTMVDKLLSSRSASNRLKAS
Plk1 PBD FP – inhibitors of human Plk1 polo box domain binding; P53350; Plk1 PBD phosphopeptide binding, fluorescence polarization; inhibition, %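 (tested at about 20 µM)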; actives 0.13% (n = 97,000); AID 693; in the data active means inhibition above about 34%, passing the limit was not always enough
Mac1 fbg enh – enhancers of human CD11b/CD18 binding to fibrinogen | P05107+P11215 | K562 CD11b/CD18 adhesion to fibrinogen, ATPlite luminescence | activation, % at 10 µM | actives 0.07% (n = 93,000) | AID 1499;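 active means 10 µM primary screen giving 50% or more activity, confirmed by 40% or more on retest at that dose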; further: strong numbers were not always called active
ERa coact inh – blocks coactivator binding to human estrogen receptor alpha. inhibition, % at 25.6 µM. AID 629. P03372. TR-FRET ER-alpha LBD / SRC-1 peptide, estradiol-bound. actives 1.7% (n = 86,000); in the data active means inhibition above about 50%;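 further: 0% = receptor plus peptide control and 100% = peptide only without receptor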
ERa SRC1 pot – ER-alpha (human) coactivator binding potentiation; P03372; actives 1.3% (n = 86,000); TR-FRET ERalpha-LBD/SRC-Cy5 coactivator binding, 2 h; 100 = basal binding, no effect; AID 639; coactivator binding (% of control), % at 25.6 µM; in the data active means activity above about 200%;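 further: binding measured in presence of low estradiol as agonist stimulus; 0% = peptide alone without receptor and 100% = receptor with peptide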
Active calls of the source: *; x = no result given; [ ] = dose if it differs, or a comment. The list is partial, so the mix of outcomes need not match the whole.

SMILES	FAK inh	ERb coact inh	CD11b adhes inh	HIV Rev-RRE inh	PLK1 kinase inh	Plk1 PBD FP	Mac1 fbg enh	ERa coact inh	ERa SRC1 pot
COC(=O)C1C2c3ccccc3OC1(C)N=c1s/c(=C/c3cn(C)nc3C)c(=O)n12 (configuration not stated)	1	3	-6	5	-14	4	-7	-1[fluorescence artefact?]	142
CN(C)C(=O)On1c(-c2ccccc2)nc2ccc(Cl)cc21	1	-14	0	7	-10	-3	0	0[fluorescence artefact?]	100[fluorescence artefact?]
O=C(C1CC(=O)N(C2CCCCCCC2)C1)N1CCC2(CC1)OCCO2 (configuration not stated)	-6	8	5	0	-8	-23	-4	14	105
Clc1ccc(C2N3CCCN23)c(Cl)c1 (configuration not stated)	-1	0	-18	0	-36	-22	2	-1	98
O=C(Nc1ccc(OC(=O)N2CCCC2)cc1)N1CCOCC1	-2	-9	x	1	-7	-15	x	-7	112
CCN1CCN(C(=O)Cc2coc3cc(C)cc(C)c23)CC1	0	-5[fluorescence artefact?]	-35	-1	-12	-18	-3	-9	110
COC(=O)c1ccccc1OP1(=O)COc2ccccc2OC1	1	-7	0	6	-2	-32	-3	1	104
CCn1cc(C(=O)N2CCC3(CC2)OCCO3)c(=O)c2cc(S(=O)(=O)N3CCCC3)ccc21	6	5[fluorescence artefact?]	11	3	-2	5	-2	4[fluorescence artefact?]	107
O=C(Nc1ccc(Cl)cc1C(=O)c1ccccc1)c1ccccc1	-2	x	8	16	-7	-8	-5	x	x
CC(C)Oc1ccc(C2C(C#N)=C(N)Oc3c2c(=O)oc2ccccc32)cc1 (configuration not stated)	-1	0	-6	7	-6	-11	-5	-7	105
COc1ccc(CCNCc2ccncc2)cc1OC	0	x	10	9	-5	-16	-4	x	x
CCCn1ncc(C(=O)O)c1C	3	-1	-8	11	-8	7	0	-15[fluorescence artefact?]	120
O=c1[nH]c(=O)n(Cc2ccco2)c(O)c1C=NCCN1CCOCC1	-5	-2	-15	23	-8	-40	-1	0	91
COc1ccc(CC2C(=O)NC(=O)N(c3ccccc3)C2=O)c(OC)c1 (configuration not stated)	-2	4	30	7	1	-17	0	-6	121
C=CCn1c(O)c(C(CC)=NCc2cc(OC)cc(OC)c2)c(=O)[nH]c1=O	0	x	10	1	0	10	1	x	x
O=C1/C(=C/c2cc([N+](=O)[O-])ccc2Cl)N2CCC1CC2	-8	x	x	4	1	-33	x	x	x
CC(=O)CC(C)(C)n1c[n+](C)nn1	6	x	2	7	-14	-7	0	x	x
Cc1cc(C)nc(NC2=NCCS2)n1	5	-4	x	11	-12	-4	x	0	94
Cc1ccc(C(=O)C2(C)N(O)C(C)C(c3cccs3)=[N+]2[O-])cc1 (configuration not stated)	3	x	0	4	-9	-25	-1	x	x
CN1CCN(c2c[nH]c(=O)[nH]c2=O)CC1	-2	0	x	5	-3	19	x	0	124
CCN(CC)c1ccc(N=Cc2c(O)n(-c3ccccc3C)c(=O)[nH]c2=O)cc1	0	27[fluorescence artefact?]	-19	66*	-15	-22	12	1[fluorescence artefact?]	99[fluorescence artefact?]
CCN(N=Nc1nonc1OC)c1nonc1OC	1	4[fluorescence artefact?]	x	3	-12	-19	x	23	76
CN1CCc2nc(N)c(C#N)c(-c3ccccc3)c2C1	7	x	9	46*	8	2	-1	x	x
C=CCC1(CN2CCCC2=O)C(=O)NC(=O)NC1=O	0	-9	4	4	-14	9	0	-8	104
CCOC(=O)CC1=C(C(=O)OCC)C2(C(=O)N1)C(C(=O)OC)=C(N)Oc1ccccc12 (configuration not stated)	0	-25	-12	3	-6	-5	2	-20	114
Other records follow:
SMILES	FAK inh	ERb coact inh	CD11b adhes inh	HIV Rev-RRE inh	PLK1 kinase inh	Plk1 PBD FP	Mac1 fbg enh	ERa coact inh	ERa SRC1 pot
O=C(Cc1cccs1)N1CCC2(CC1)OCCO2	-3	-10[fluorescence artefact?]	3	2	-10	5	4	-24	99
Cc1cc(OC(=O)c2ccco2)c2c3c(c(=O)oc2c1)CCC3	-1	-4	8	7	-6	-10	-2	8	93
COc1ccc(Br)cc1CN1CCN(CCO)CC1	-2	4	-10	4	-6	-9	3	1	102
CN1C2CCC1CC(OC(=O)c1cc(Cl)cc(Cl)c1)C2 (configuration not stated)	-3	-14	4	0	3	-34	-3	-1	95
Cc1nn(Cc2ccccc2)c(C)c1C(=O)OCC(=O)NCc1ccco1	0	-13	10	0	-4	-19	-4	-13	85
CC(=O)OC1C2CCC1C(N1CCCC1)CC2 (configuration not stated)	0	-7	-6	-4	2	13	-3	1	97
Cc1ccccc1C1=NCC(=S)Nc2ccc(Cl)cc21	1	-7	x	2	-11	-7	x	-5	114
CN1CCC(N2CC3CC(C2)c2cccc(=O)n2C3)CC1 (configuration not stated)	x	17	-6	x	x	x	-2	6	94
Nc1cccc(N=Cc2c(O)n(Cc3ccc(F)cc3)c(=O)[nH]c2=O)c1	-5	x	x	24	-2	-1	x	x	x
COc1cc(Cn2c(N)c(C(=O)NCc3ccco3)c3nc4ccccc4nc32)cc(OC)c1OC	-1	21	16	19	38	-29	-5	25[fluorescence artefact?]	81
CCOc1ccc(C2SCC(=O)Nc3c2c(=O)[nH]n3C2CCCCCC2)cc1 (configuration not stated)	x	-18	-18	x	x	x	-3	-9	101
CC(=O)Nc1ccc(OC(=O)N(C)C)cc1	-3	-6	2	1	-9	-2	1	-9	119
NCCCP(=O)(O)CCc1ccccc1	5	-5[fluorescence artefact?]	-16	7	-18	30	0	5	126
COc1ccccc1CN1CCN(C(=O)Cc2ccccc2)CC1	x	1[fluorescence artefact?]	-9	x	x	x	2	-3	138
O=C(CCN1CCCCC1)NCC(=O)Nc1ccc(Br)cc1C(=O)c1ccccc1	5	x	x	-3	-3	-12	x	x	x
Cc1cccc(CN2CCN(CC(=O)N3CCC4(CC3)OCCO4)C2=O)c1	-2	3	-42	4	-4	-12	-2	4	104
O=c1[nH]c(=S)n(CCC2=CCCCC2)c(O)c1C=NCc1cccnc1	-2	6	1	6	-15	-28	-3	7	105
O=C(Cn1ncc2c3ccccc3n(Cc3ccc(F)cc3)c2c1=O)N1CCC2(CC1)OCCO2	-2	-31[fluorescence artefact?]	x	0	-9	-7	x	-23	95
CN(CC(=O)Nc1ccccc1-c1ccccc1)C1CCCCC1	0	-4	x	6	-7	-5	x	-4	103
CC(=O)N1CCN(c2ccc(N=Cc3c(O)n(-c4ccc(Cl)cc4)c(=O)[nH]c3=O)cc2)CC1	-2	24[fluorescence artefact?]	1	16	-9	14	1	8[fluorescence artefact?]	88[fluorescence artefact?]
CCCCCCOC(=O)c1ccccc1N	x	1[fluorescence artefact?]	-3	x	x	x	-2	4[fluorescence artefact?]	89
COCCCN1Cc2ccccc2C1=N	2	x	6	7	-10	16	-4	x	x
O=C1NC(=O)C2(Cc3ccccc3N3CCCC32)C(=O)N1Cc1ccccc1 (configuration not stated)	x	6	-14	x	x	x	1	10[fluorescence artefact?]	80
O=C1C2CCCN2C(c2cccc(Cl)c2)N1c1ccccn1 (configuration not stated)	0	-3	6	4	-6	22	2	9	114
O=S(=O)(c1ccccc1)N1CCCCC1c1cccnc1 (configuration not stated)	0	5	x	2	-1	5	x	-2	92
(next part)
SMILES	FAK inh	ERb coact inh	CD11b adhes inh	HIV Rev-RRE inh	PLK1 kinase inh	Plk1 PBD FP	Mac1 fbg enh	ERa coact inh	ERa SRC1 pot
CCOC(=O)Cn1cc(C(=O)c2ccccc2F)c2ccccc21	-1	-1	x	10	-8	27	x	-9	84
CCN1CC=C(c2c[nH]c3ccccc23)CC1	3	x	-14	3	-2	-13	0	x	x
Cc1cc2c(s1)NC(=O)CN=C2c1cccs1	2	3	-2	2	0	-15	2	-33	94
CC1CN(O)C2CCc3c(no[n+]3[O-])C12O (configuration not stated)	1	-20	-26	1	-3	-8	3	-12	86[fluorescence artefact?]
CCOC(=O)c1c(-c2ccccc2)oc2ccc(OC(=O)N(C)C)cc12	4	-11	14	6	3	3	1	-12	106
CCC(=O)N1CC(=O)Nc2ccc(F)cc2C1c1ccccc1 (configuration not stated)	2	20	9	5	-4	-17	4	9	86
Nc1ccnn1C1CCNCC1	5	95*[fluorescence artefact?]	-38	13	2	-26	5	96*[fluorescence artefact?]	43[fluorescence artefact?]
Cc1cc(C)nc(/N=C(\N)c2c(O)[nH]c(=O)[nH]c2=O)n1	7	x	-49	-1	-7	17	44	x	x
Nc1ccc(C2(c3ccc(N)cc3)CN3CCC2CC3)cc1	0	-6	-2	2	-13	9	-6	1	56
COc1ccc(C(=O)N2CCOCC2)cc1S(=O)(=O)N1CCC(C)CC1	-1	x	-14	6	-9	16	-2	x	x
FC(F)(F)c1cccc(-n2nnnc2C2(N3CCOCC3)CCCCC2)c1	-3	x	-6	-3	-6	0	3	x	x
Cc1cccnc1-n1c(C)nc2ccccc2c1=O	2	0	-10	4	-4	-10	4	0	106
CCOc1ccc(-n2c(O)c(C=Nc3ccc(N(CC)CC)cc3)c(=O)[nH]c2=O)cc1	3	12[fluorescence artefact?]	-25	71*	-22	-4	3	6[fluorescence artefact?]	115
CCCCC12CNCC(C)(CNC1)C2=O	-2	x	-2	6	-9	3	3	x	x
CCOC(=O)N(CC)c1ccc(C(O)(C(=O)OCC)C(F)(F)F)cc1 (configuration not stated)	x	-2	-8	x	x	x	-5	1	102
CCC(NC(=O)OC(C)(C)C)C(=O)Oc1cc(C)cc2oc(=O)c3c(c12)CCC3 (configuration not stated)	-2	10	-9	-2	-12	15	1	1	105[fluorescence artefact?]
O=c1[nH]c(CN2CCNCC2)nc2ccccc12	2	-11	5	6	-4	-26	3	-10	92
CCN1CCN(C(=O)COc2ccc3c(c2)C(=O)CC2(CCN(C(C)=O)CC2)O3)CC1	-2	-5	-24	4	-4	2	2	-9	93
CCC(=NCCCN(CC)CC)c1c(O)n(-c2ccccc2)c(=O)[nH]c1=O	-2	2	-2	8	9	-17	3	4[fluorescence artefact?]	92
CCC1CCCCN1P(=O)(c1ccc(C)o1)C(C)(C)C (configuration not stated)	5	-2	8	-1	-12	-23	-4	2	110[fluorescence artefact?]
CCOC(=O)c1c(-n2c(C)cc(C=C3C(=O)NC(=O)NC3=O)c2C)sc2c1CCCC2	5	x	-2	12	-2	2	3	x	x
C1=C(c2c[nH]c3ccccc23)CCNC1	7	-20	26	99*[fluorescence artefact?]	14	-57	-2	-14	86
CCC(C)NC(=O)c1c(N)n(CC2CCCO2)c2nc3ccccc3nc12 (configuration not stated)	x	9	-9	x	x	x	0	14	82
CCOC(C(=O)OCC(O)CN(CC)CC)(c1ccccc1)c1ccccc1 (configuration not stated)	15	x	1	7	-1	-7	7	x	x
O=C1NC(=O)C(=Cc2cn(CCOc3ccc4c(c3)OCO4)c3ccccc23)C(=O)N1	3	60*[fluorescence artefact?]	-43	44*	-8	1	69	84*[fluorescence artefact?]	131
Nc1c(C(=O)NCCCc2ccccc2)c2nc3ccccc3nc2n1Cc1cccs1	5	-9	26	20	-13	2	-4	-8	123
Cc1ccc(S(=O)(=O)Cc2ccc(C(=O)N3CCC4(CC3)OCCO4)o2)cc1	1	56*	-1	-3	-12	6	8	51*	49

One compound at a time (already shown). Order of values: FAK inh	ERb coact inh	CD11b adhes inh	HIV Rev-RRE inh	PLK1 kinase inh	Plk1 PBD FP	Mac1 fbg enh	ERa coact inh	ERa SRC1 pot
C1=C(c2c[nH]c3ccccc23)CCNC1 is listed as 7	-20	26	99*[fluorescence artefact?]	14	-57	-2	-14	86
CC1CN(O)C2CCc3c(no[n+]3[O-])C12O (configuration not stated) is listed as 1	-20	-26	1	-3	-8	3	-12	86[fluorescence artefact?]
O=C1NC(=O)C(=Cc2cn(CCOc3ccc4c(c3)OCO4)c3ccccc23)C(=O)N1 is listed as 3	60*[fluorescence artefact?]	-43	44*	-8	1	69	84*[fluorescence artefact?]	131

Screens from PubChem BioAssay.
